From PubChem
PP5 inh = blocks human protein phosphatase 5 activity; 320,000 tested, 0.18% active; purified PP5c, OMFP substrate fluorescence; inhibition, % at 6.7 µM; P53041;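 active = inhibition above the campaign's mean inhibition across all tested compounds plus 3 SD, cut at about 9.5% in these data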;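 also: 0% = DMSO only and 100% = 100 µM cantharidin control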
VLA-4 inh = inhibition in a human VLA-4 binding assay | P13612 | inhibition, % (about 7 µM as worked out from the volumes in the protocol) | 330,000 tested, 0.2% active | AID 2557 | VLA-4 expressing cells, ligand binding flow cytometry; in the data active = inhibition above about 50%
proCasp3 act = activators of human procaspase-3 | recombinant procaspase-3 D3A, Ac-DEVD-pNA absorbance 405 nm | activation, % at 8.5 µM | 330,000 tested, 0.11% active;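 active = activation above the mean of all tested compounds plus 3 SD, cut at about 21% in these data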;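 also: 0% = DMSO alone and 100% = DMSO wells spiked with extra 5 µM PC-3 D3A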
Target sequence (P42574 whole entry D9A/D28A/D175A): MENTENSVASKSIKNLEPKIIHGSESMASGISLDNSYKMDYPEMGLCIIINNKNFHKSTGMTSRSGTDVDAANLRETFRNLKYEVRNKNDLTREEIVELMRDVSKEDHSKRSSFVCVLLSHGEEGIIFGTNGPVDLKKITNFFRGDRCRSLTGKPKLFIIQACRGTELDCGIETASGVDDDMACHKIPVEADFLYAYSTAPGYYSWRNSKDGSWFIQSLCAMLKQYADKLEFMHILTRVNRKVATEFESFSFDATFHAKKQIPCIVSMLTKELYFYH
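Assay system – Procaspase-3 D3A mutant, all three cleavage aspartates alanine · Controls – DMSO-only low control, 5 µM PC-3 D3A high control · Schedule – 1 h compound preincubation, 2 h substrate hydrolysis at 25 °C · Signal – 405 nm absorbance of p-nitroaniline, reads at 0 and 120 min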
PP1 counter = blocks human PP1-alpha phosphatase, a PP5 counter-screen | P62136 | purified PP1alpha, OMFP fluorescence | inhibition, % at 6.7 µM | 320,000 tested, 0.9% active | AID 2235;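 active = inhibition above the mean inhibition of all tested compounds plus 3 SD, computed separately for each screening campaign, cut at about 15% in these data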
Target sequence (P62136 whole entry, looked up): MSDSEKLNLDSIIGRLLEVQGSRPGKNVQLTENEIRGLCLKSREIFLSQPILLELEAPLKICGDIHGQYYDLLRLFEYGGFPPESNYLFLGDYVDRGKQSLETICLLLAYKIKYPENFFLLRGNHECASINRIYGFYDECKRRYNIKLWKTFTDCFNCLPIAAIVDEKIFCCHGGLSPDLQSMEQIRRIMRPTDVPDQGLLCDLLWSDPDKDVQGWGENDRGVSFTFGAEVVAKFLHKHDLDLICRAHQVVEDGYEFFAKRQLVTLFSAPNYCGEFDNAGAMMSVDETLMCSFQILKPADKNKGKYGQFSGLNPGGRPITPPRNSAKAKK
GRK2 inh = inhibitors of human GRK2 displacing RNA aptamer; P25098; bead flow cytometry, FAM-aptamer displacement from GRK2; inhibition of aptamer binding, % at 10 µM; 330,000 tested, 0.59% active; AID 488847;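 active = inhibition of aptamer binding above 40%, roughly 3 SD of noise, on plates passing a quality check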;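 also: median bead fluorescence of bound FAM aptamer so fluorescent compounds give negative values; no value below 0 was filed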
Fh CTSL1 inh = counter-screen for PFM18AAP inhibitors: inhibitors of F. hepatica cathepsin L1 | recombinant F. hepatica cathepsin L1, Z-Leu-Arg-MCA fluorescence | inhibition, % at 5.96 µM | 300,000 tested, 0.49% active | AID 1906;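 active = inhibition above the mean of all tested compounds plus 3 SD, set per screening campaign, cut at about 17% in these data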;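 also: 0% = plate median of test compound wells and 100% = 1 µM Z-Phe-Ala-diazomethylketone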
HCV core dimer = HCV core protein dimerization inhibition; TR-FRET GST/Flag-core106 dimerization, 1536-well; 300,000 tested, 0.33% active; inhibition, % at 5 µM;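 active = inhibition above the mean of all tested compounds plus 3 SD, set per screening campaign, cut at about 45% in these data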
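Test system: GST/Flag-tagged HCV core106 proteins; Medium: KF-containing HEPES buffer, pH 7.45, DTT, CHAPS, BSA; Times: compound-protein-antibody incubation 4 h at 22.5 °C; Detection: TR-FRET 671 and 617 nm emission; Benchmarks: wells lacking GST-core106 and wells with excess unlabelled core106.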
GASC-1 inh = blocks human GASC-1 demethylase activity; Q9H3R0; GST-JMJD2C(1-420) H3K9me3 demethylation, DELFIA europium; inhibition, % at 2.35 µM; 330,000 tested, 0.069% active;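 active = more than half of a compound's replicate wells show inhibition beyond 50%, single wells judged on their own value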;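 also: signal counts dimethyl H3K9 product captured on neutravidin plate; 0% = median of DMSO wells and 100% = 0.3 times that DMSO median; strong numbers were not always called active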
Target sequence (Q9H3R0 1-420 limits assumed): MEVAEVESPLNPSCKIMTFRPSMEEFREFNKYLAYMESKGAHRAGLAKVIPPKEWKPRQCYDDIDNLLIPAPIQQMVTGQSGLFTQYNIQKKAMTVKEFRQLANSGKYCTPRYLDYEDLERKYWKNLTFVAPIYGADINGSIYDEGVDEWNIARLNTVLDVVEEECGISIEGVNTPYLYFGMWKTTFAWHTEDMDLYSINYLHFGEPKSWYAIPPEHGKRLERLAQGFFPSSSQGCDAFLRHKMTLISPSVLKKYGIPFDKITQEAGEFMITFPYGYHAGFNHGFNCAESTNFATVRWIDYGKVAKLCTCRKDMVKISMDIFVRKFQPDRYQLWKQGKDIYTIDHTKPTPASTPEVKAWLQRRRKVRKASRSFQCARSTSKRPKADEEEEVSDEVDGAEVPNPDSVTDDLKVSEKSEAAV
procasp7 counter = counter-screen: procaspase-7 (human) activation; 330,000 tested, 0.093% active; P55210; activation, % at 8.5 µM; recombinant procaspase-7, Ac-DEVD-pNA absorbance 405 nm; D23A/D198A/D206A triple mutant, cannot self-cleave; scale: DMSO 0, 5 µM enzyme 100; AID 463210;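 active = percent activation above the screen-wide mean plus 3 SD, cut at about 25% in these data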
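Assay system: Uncleavable procaspase-7 mutant enzyme | Input: 2 µM procaspase-7 mutant as dispensed | Timing: 1 h compound preincubation, 2 h substrate cleavage, 25 °C | Repeats: One well per compound | Control set: DMSO wells as 0%, DMSO with 5 µM added PC-7 as 100% | Technique: Epi-absorbance of released pNA at 405 nm, two timepoints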
An asterisk follows results filed as active; . = not tested or not shown.

SMILES | PP5 inh | VLA-4 inh | proCasp3 act | PP1 counter | GRK2 inh | Fh CTSL1 inh | HCV core dimer | GASC-1 inh | procasp7 counter
COc1cccc(C(=O)NC2CCN(C(=O)N3CCCCC3)CC2)c1 | -1.1 | -6 | -1 | -1 | 0 | 2 | 0 | -3 | 6
CCC1=NN(C(=O)c2cccc(Br)c2)C(O)(c2ccc(Br)cc2)C1 (centres undefined) | 3.5 | 5 | 1 | 1 | 0 | 0 | 6 | 4 | 5
CCOC(=O)N1CCN(c2c(-c3ccccc3)c3cc(Cl)ccc3[nH]c2=O)CC1 | 1.2 | 0 | 1 | 2 | 1 | 2 | 4 | 6 | 5
C[C@H](NS(=O)(=O)c1ccccc1)C(=O)OCC(=O)NC(=O)Nc1ccc2c(c1)OCCO2 | 0.4 | -4 | 8 | 1 | 0 | -6 | -7 | 0 | -6
CC1(C)CNc2cc(N)ccc2S1 | 7.2 | -9 | 0 | 5 | 0 | 0 | -29 | -1 | -2
CCc1ccccc1NC(=O)CCNC(=O)Cn1ccc2ccccc2c1=O | -0.7 | 19 | -6 | -3 | 0 | 2 | -2 | -1 | 0
COc1ccc(CNC(=O)CN(C(=O)CCC(=O)Nc2ccccn2)c2ccc3c(c2)OCO3)cc1 | 3.0 | -4 | -2 | 2 | 0 | -2 | 7 | 1 | -3
CCOC(=O)C1CCCN(C2CCN(Cc3nc(-c4ccccc4)no3)CC2)C1 (centres undefined) | 0.2 | 6 | 3 | -2 | 0 | -2 | 2 | -35 | -4
Cc1ccc(N2C(=O)CC(Sc3ncn[nH]3)C2=O)cc1 (centres undefined) | -2.7 | 3 | -26 | -2 | 0 | 0 | 14 | 8 | -27
O=C(/C=C/c1ccc(O)cc1)OCc1occc(=O)c1O[C@@H]1OC(CO)[C@@H](O)[C@H](O)[C@@H]1O (some centres undefined) | -0.2 | 3 | -2 | -1 | 16 | -1 | -12 | -6 | 7
CCCNC(=O)c1ccc2c(c1)ncn2-c1ccccc1OC | -1.0 | 14 | 2 | -3 | 0 | -3 | -6 | 9 | 4
O=C(Cn1c(=O)c2cccn2c2ccccc21)NCc1cccc(F)c1 | -0.1 | 22 | 8 | -7 | 0 | -1 | 13 | -9 | 4
Cn1c(SCC(=O)N2CCCC2=O)nc2ccccc2c1=O | . | 6 | -2 | . | 0 | . | . | -15 | 6
O=C(CNCc1ccc(F)cc1)Nc1cc(S(=O)(=O)N2CCOCC2)ccc1Cl | . | -18 | 8 | . | 0 | . | . | 0 | 0
COc1ccc2c(c1)C(=O)N1[C@H]3c4cc(C)ccc4OC[C@@H]3[C@H](c3ccccc3)[C@]1(C)C(=O)N2 | 1.7 | . | 2 | 3 | . | -3 | 20 | -3 | -1
COC(=O)C1=C(C)OC(N)=C(C#N)C1c1cc(C)sc1C (centres undefined) | 2.2 | 1 | -8 | 3 | 0 | -2 | -1 | -5 | 7
COc1ccc(-c2csc(C3=C(O)CN(Cc4ccc(Cl)cc4)C3=N)n2)cc1OC | 2.7 | -18 | -8 | 8 | 0 | 4 | 18 | -1 | -5
Cn1nc(-c2ccccc2)c2cc([N+](=O)[O-])ccc21 | 1.5 | -7 | -1 | 0 | 0 | 2 | 1 | 26 | -3
CCCNC(=O)c1nnsc1Sc1ccc(Cl)cc1 | 3.0 | 7 | 11 | 0 | 1 | -4 | -4 | 4 | 5
CC1CCC(NC(=O)C(=O)Nc2ccc3c(c2)OCO3)CC1 (centres undefined) | 0.6 | -8 | 4 | 0 | 1 | 5 | -15 | 9 | -4
CSc1nnc(Cc2cc(=O)[nH]c(=O)[nH]2)n1-c1cc(C)ccc1C | -0.4 | 16 | -3 | -3 | 0 | -4 | -3 | -13 | 9
COc1ccccc1C(C)NC(=O)Cc1ccsc1 (centres undefined) | -0.1 | -8 | 1 | -4 | 1 | 0 | 5 | 35 | 23
COc1ccccc1NC(=O)/C(=C\c1cccs1)NC(=O)c1ccco1 | -1.1 | -17 | -1 | 4 | 1 | 5 | 6 | -2 | -1
COc1c(Cl)cc(Cl)cc1CNCCO | -2.1 | 5 | 3 | -4 | 0 | 0 | 4 | 15 | 1
CCS(=O)(=O)CCSc1nc2c(cc1C#N)CCCC2 | 0.6 | 9 | 7 | -2 | 15 | -1 | 5 | -41 | 1
CCOc1ccc(C(=O)Nc2ccccc2-c2ccccc2)cc1Cl | 4.5 | 0 | 0 | 3 | 2 | -1 | 5 | -15 | 1
CC1CN(C(=O)CCC(=O)NCc2ccccc2)c2ccccc2S1 (centres undefined) | -1.2 | -23 | -7 | 0 | 0 | -1 | 10 | 20 | -2
C=CCNc1oc(COc2ccc(C)cc2)nc1C#N | 2.6 | -3 | 1 | -2 | 2 | -2 | -4 | -1 | -3
O=C(c1ccncc1)N(c1ccc2oc3c(c2c1)CCCC3)S(=O)(=O)c1cccc([N+](=O)[O-])c1 | 2.4 | 26 | 4 | -1 | 0 | 0 | 8 | -6 | 3
Cc1ccc(S(=O)(=O)c2nc(-c3ccco3)oc2N2CCC(C)CC2)cc1 | 0.2 | -7 | -9 | -8 | 0 | 3 | 4 | 6 | -30
CCC(C(=O)NC1CCCC1)N(C(=O)Cn1nnc(-c2ccc(C)o2)n1)c1ccc(OC)c(OC)c1 (centres undefined) | 1.7 | 19 | -2 | -1 | 1 | -5 | -7 | -1 | 7
CN(C)c1ccc(NC(=O)c2ccc(Cn3cc([N+](=O)[O-])cn3)cc2)cc1 | -2.5 | -4 | -8 | -1 | 2 | -2 | -10 | 7 | 4
CCOC(=O)c1c(NC(=O)Cn2nc(C(F)(F)F)cc2C)sc2c1CCC2 | 4.8 | -1 | -6 | -1 | 2 | -3 | -3 | 6 | -2
CCC1C(=O)NCCN1C(=O)c1ccc(OC)c(OC2CCN(C(C)=O)CC2)c1 (centres undefined) | 2.6 | 8 | -1 | -3 | 26 | 2 | 5 | -13 | 12
COc1ccccc1N1C(=O)C2C(c3ccccc3F)NN(C(=O)c3ccc(C)cc3)C2C1=O (centres undefined) | 1.8 | -2 | 8 | 3 | 2 | -4 | 0 | -1 | 3
NC(=O)N/N=C/c1c(O)ccc2oc3c(c12)CCCC3 | 1.7 | 3 | 3 | 3 | 1 | 0 | -1 | -4 | -1
Cc1noc(COc2ccccc2OCc2onc(C)c2Cl)c1Cl | 5.3 | -1 | -4 | 1 | 3 | 1 | -1 | 1 | 4
O=C(Nc1ccc(Cl)cc1C(=O)Nc1ccccn1)c1ccco1 | -0.7 | 4 | -4 | -2 | 2 | -4 | 3 | 10 | 12
O=C1OC[C@@H]2CCCN2C(=O)[C@@H](CC(=O)N(CCO)Cc2ccccc2)C/C=C\C[C@H]1Cc1ccc(F)cc1 | . | 13 | 1 | . | 1 | . | . | 4 | 9
Nc1cc(S(=O)(=O)Nc2cc(Cl)ccc2Cl)ccc1N1CCCC1 | -0.2 | -3 | 1 | 3 | 2 | 0 | 4 | 1 | -10
COc1cccc(Nc2nc3ccccc3nc2-n2nc(C)cc2C)c1 | 1.8 | 14 | 17 | 1 | 4 | -3 | -3 | -7 | 1
Cc1cccc(Oc2ccccc2NS(=O)(=O)c2ccc(CCC(=O)O)cc2)c1 | -2.0 | 15 | 10 | 0 | 19 | . | . | -9 | 13
CN(Cc1ccco1)S(=O)(=O)c1ccc2c(c1)CCN2C(=O)CCC(=O)O | 0.3 | 1 | -8 | 0 | 5 | -4 | 5 | 6 | 6
CCC(C(=O)NC1CCCC1)n1nc(C)n2c(cc3occc32)c1=O (centres undefined) | -2.4 | -3 | 4 | -3 | 0 | -3 | 1 | -3 | 11
CC(=O)c1ccc(OCc2cc(C(=O)N3CCC(Oc4ccccc4C)CC3)no2)cc1 | -1.4 | 2 | -8 | 1 | 0 | 4 | -2 | -1 | -2
O=C(CC(C(=O)O)C1CCCO1)Nc1cccc(C(F)(F)F)c1 (centres undefined) | 0.3 | 5 | 0 | 5 | 0 | -1 | 2 | -5 | 12
O=C(Nc1ccc(Oc2cccnc2)cc1)C1CCCCN1Cc1ccc(CO)o1 (centres undefined) | -2.6 | 1 | 1 | 0 | 0 | -4 | -8 | -2 | 2
COc1ccc(-n2nc3c(c2NC(=O)c2ccc(S(=O)(=O)N4CCOCC4)cc2)CS(=O)C3)cc1 (centres undefined) | 2.6 | 0 | 1 | -3 | 0 | -3 | 3 | 2 | -2
O=C(CSc1nnnn1-c1cccc2c1CCCC2)N1CCCCC1 | 2.1 | 8 | 8 | 1 | 0 | 1 | 3 | -12 | 1
COC(=O)c1[nH]c2cccc(OC)c2c1NC(=O)CN1CCC(C(N)=O)(N2CCCCC2)CC1 | 1.1 | 10 | -3 | -2 | 0 | -1 | -3 | 2 | 1
Cc1cc(C)cc(N(CCC#N)C(=O)COC(=O)C2CCN(S(=O)(=O)c3ccc(C)c(C)c3)CC2)c1 | 2.8 | -4 | -6 | -2 | 0 | 2 | 0 | -5 | 11
C=CCn1c(SCC(=O)N2CCc3ccccc3C2)nc2sc(C)c(C)c2c1=O | 0.6 | 10 | 11 | 7 | 1 | 0 | 11 | -6 | -2
O=C(CN1C(=O)NC2(CCCCCC2)C1=O)c1ccc(Cl)s1 | 0.2 | 9 | -3 | -4 | 0 | 1 | 13 | 8 | 4
CC1=NN(C(=O)CSCc2ccccc2)C(O)(c2ccc(F)cc2)C1 (centres undefined) | 1.5 | 1 | -4 | 1 | 1 | -2 | 1 | 17 | -1
CN(CCc1ccccn1)C1CCCN(S(=O)(=O)c2ccccc2Cl)C1 (centres undefined) | 0.4 | 10 | 4 | 1 | 0 | -1 | -1 | -3 | 15
CCOC(=O)/C=C/c1cnn(-c2ccccc2)c1 | 0.9 | -21 | -93 | -4 | 0 | 7 | 3 | 1 | -5
CCOc1cccc(-c2nnc3sc(COc4ccccc4)nn23)c1 | 2.1 | 5 | -2 | 6 | 1 | 0 | 4 | -11 | -7

5 neighbouring records from above, quoted:
SMILES | PP5 inh | VLA-4 inh | proCasp3 act | PP1 counter | GRK2 inh | Fh CTSL1 inh | HCV core dimer | GASC-1 inh | procasp7 counter
O=C(CN1C(=O)NC2(CCCCCC2)C1=O)c1ccc(Cl)s1 | 0.2 | 9 | -3 | -4 | 0 | 1 | 13 | 8 | 4
CC1=NN(C(=O)CSCc2ccccc2)C(O)(c2ccc(F)cc2)C1 (centres undefined) | 1.5 | 1 | -4 | 1 | 1 | -2 | 1 | 17 | -1
CN(CCc1ccccn1)C1CCCN(S(=O)(=O)c2ccccc2Cl)C1 (centres undefined) | 0.4 | 10 | 4 | 1 | 0 | -1 | -1 | -3 | 15
CCOC(=O)/C=C/c1cnn(-c2ccccc2)c1 | 0.9 | -21 | -93 | -4 | 0 | 7 | 3 | 1 | -5
CCOc1cccc(-c2nnc3sc(COc4ccccc4)nn23)c1 | 2.1 | 5 | -2 | 6 | 1 | 0 | 4 | -11 | -7
